p-CIP stab down: p/CIP protein destabilization. Q05BA5. F442A p/CIP-EGFP cells, EGFP fluorescence, 16 h. decrease of EGFP signal, % at 10 µM. actives 0.01% (n = 290,000). AID 1984;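 active = EGFP signal decrease of at least 30% at 10 µM or well 3 SD below plate mean, unless failing retest; inactive = the rest, including hits failing retest or dose response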; also: some compounds called inactive have numbers as strong as hits; many of its hits are not listed in these tables
IMP-1 inhibitor: blocks Pseudomonas aeruginosa IMP-1 metallo-beta-lactamase | purified IMP-1, nitrocefin hydrolysis, epi-absorbance fluorescence | actives 0.45% (n = 290,000) | inhibition, % at 5.6 µM;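 active = inhibition above the mean plus 3 SD of all compounds in the same screening run, cut at about 4.5% in these data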;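 also: 0% = IMP-1 with DMSO and 100% = DMSO wells lacking enzyme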
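system = purified recombinant IMP-1 beta-lactamase | amount = 0.2 nM IMP-1, as dispensed | medium = HEPES buffer pH 7.1 with ZnSO4 and Brij 35 | times = 25 °C, 15 min preincubation, 25 min reaction | detection = plate fluorescence quenching by hydrolysis product, ex 480/em 530 nm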
IDE cell inh: inhibits human insulin-degrading enzyme in HEK cells; P14735; FAbetaB cleavage, fluorescence polarization; inhibition, % at 5.59 µM; actives 0.41% (n = 320,000);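 active = percent inhibition above the average of all tested compounds plus 3 SD, set per screening campaign, cut at about 16% in these data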;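 also: IDE supplied by intact live HEK cells; FP after avidin binding of uncleaved biotin substrate so inhibition keeps polarization high; 0% = DMSO wells and 100% = 60 µM reference IDE inhibitor Ii1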
CRFBP-R2 block: antagonists of CRF-binding protein/CRF-R2 receptor complex; AID 588475; actives 0.59% (n = 350,000); HEK293 CRF-R2/CRF-BP, CRF-induced calcium fluorescence; inhibition, % at 11.8 µM;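 active = inhibition of the ligand-induced calcium signal above about 50% at the single tested concentration, limit read from the data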
IDE act: IDE (human) activation, cell-based; P14735; HEK cells, FAbeta-B cleavage, fluorescence polarization; 0% vehicle, 100% cell-free pure enzyme wells; activation, % at 5.96 µM; actives 0.073% (n = 340,000); AID 493087;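 active = activation above the mean of all tested compounds plus 3 SD, set per screening campaign, cut at about 17% in these data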
GalR3 antagonist: blocks the human galanin receptor 3; O60755; HEK293 GalR3-CNG cAMP membrane potential fluorescence; galR3 body fused to GalR1 C-terminus; inhibition, % at 3 µM; actives 0.44% (n = 360,000); AID 651719;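 active = inhibition above the screen-wide average plus 3 SD, cut at about 13% in these data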;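 also: forskolin and galanin both at EC90 stimulate the cells; cAMP rise reported by CNG channel membrane potential dye signal; 0% = forskolin plus galanin with DMSO and 100% = forskolin alone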
HCV NS3 hel inh: blocks Hepatitis C virus NS3 helicase unwinding; NS3 helicase DNA unwinding, Cy5 molecular beacon fluorescence; inhibition, % at 10.9 µM; AID 1800; actives 0.56% (n = 290,000);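 active = inhibition above the mean of all tested compounds plus 3 SD, set per campaign, cut at about 35% in these data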;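 also: 0% = DMSO wells and 100% = thioflavine S control wells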
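assay system = NS3 helicase fragment of HCV | buffer or medium = MOPS pH 6.5, MgCl2, DTT, Tween20, BSA | timing = 60 min unwinding reaction at 25 °C after ATP addition | signal = Cy5 beacon fluorescence read at start and 1 h | read-out basis = % inhibition of unwinding | control set = low DMSO, high thioflavine S at 110 µM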
SUMO HTRF inh: blocks human SUMOylation mediated by UBC9. inhibition, % at 35 µM. P63279. HTRF SUMOylation assay, SAE1/SAE2 + UBC9, in vitro. actives 0.36% (n = 290,000); in the data active = inhibition above about 50%, passing the limit was not always enough; also: strong numbers were not always called active
VIM-2 inh: inhibitors of Pseudomonas aeruginosa VIM-2 metallo-beta-lactamase | purified VIM-2, nitrocefin hydrolysis, epi-absorbance fluorescence | inhibition, % at 5.6 µM | actives 0.89% (n = 290,000) | AID 1527;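 active = inhibition above the mean of all tested compounds plus 3 SD, cutoff set per screening run, cut at about 7.5% in these data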;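 also: red hydrolysis product quenches plate fluorescence so inhibitors raise well fluorescence; 0% = enzyme with DMSO and 100% = DMSO without enzyme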
Starred values were filed as active, the others as inactive; / = no result given; & = joins results of further samples. An unsorted share of the library; any-hit rate near 3.2%.

#	p-CIP stab down	IMP-1 inhibitor	IDE cell inh	molecule	CRFBP-R2 block	IDE act	GalR3 antagonist	HCV NS3 hel inh	SUMO HTRF inh	VIM-2 inh
1	4	-1.7	1	Nc1nc(SCC(=O)Nc2ccc([N+](=O)[O-])cc2Br)n[nH]1	19	5	-3	-5	12	-4.0
2	10	-1.0	1	O=S(=O)(c1cccs1)N1CCN(Cc2cccc(F)c2)CC1	12	5	-5	8	-4	-2.1
3	-2	-2.5	4	OCCNCc1ccc(OC2CCCC2)cc1	-18	4	-6	-1	-2	-1.7
4	-2	-1.8	38*	CCCc1nc(SCC(=O)Nc2ccc(S(=O)(=O)N(C)C)cc2)c2ccccc2n1	-2	-19	-9	12	-27	-1.7
5	-12	-1.3	2	CCOC(=O)c1ccc(Nc2nc(N)c3cc(OC)c(OC)cc3n2)cc1	4	0	/	-100	-7	-2.0
6	-12	-5.3	6	CCOC(=O)C1=C(CC)Nc2ccccc2N=C1NC(=O)c1cccc(S(=O)(=O)N2CCCC2)c1	10	-3	-3	0	21	-0.3
7	/	/	5	OCCOCCn1c(CCNc2nc(-c3ccc(F)cc3)cs2)nc2cc(C(F)(F)F)ccc21	0	3	-2	/	/	/
8	3	-3.4	9	CCOCCCn1c(=N)c(S(=O)(=O)c2ccccc2)cc2c(=O)n3cc(C)ccc3nc21	6	0	-8	15	22	11*
9	-5	-1.6	-1	COc1ccc(CCNC(=O)N2CCOCC2)cc1	10	4	1	0	-14	-2.3
10	-11	-3.0	1	COc1ccc(-c2cc(C(=O)N(C)Cc3ccc(F)cc3)c3ccccc3n2)cc1OC	12	6	0	-21	10	-3.7

With a hit mark in VIM-2 inh, among the entries above:
#	p-CIP stab down	IMP-1 inhibitor	IDE cell inh	molecule	CRFBP-R2 block	IDE act	GalR3 antagonist	HCV NS3 hel inh	SUMO HTRF inh	VIM-2 inh
8	3	-3.4	9	CCOCCCn1c(=N)c(S(=O)(=O)c2ccccc2)cc2c(=O)n3cc(C)ccc3nc21	6	0	-8	15	22	11*

Additional results.
#	p-CIP stab down	IMP-1 inhibitor	IDE cell inh	molecule	CRFBP-R2 block	IDE act	GalR3 antagonist	HCV NS3 hel inh	SUMO HTRF inh	VIM-2 inh
11	-4	-1.5	2	CC1=C(C(N)=O)C(c2ccc(F)cc2)n2nc(CCCO)nc2N1 (stereo not given)	11	6	1	7	-9	-1.8
12	-1	-1.4	9	Cc1ccc(C)c(CSC2=NCCN2C(=O)Cc2ccc([N+](=O)[O-])cc2)c1	-13	0	-1	-10	-26	0.0
13	-19	-5.8	3	CC(=O)c1cccc(NC(=O)NCc2cccs2)c1	3	4	-5	2	23	-3.2
14	/	-0.7	-3	O=C(CN1CCOc2ccccc21)NC1CC1	13	-1	-2	23	/	3.2
15	/	/	-4	CCOc1ccc(NC(=O)c2ccccc2-c2ccccc2C(=O)O)cc1	-1	0	0	/	/	/
16	-2	-1.5	5	CCCNS(=O)(=O)c1cc(CN2C(=O)c3cccnc3C2=O)ccc1OC	-12	0	-8	3	3	-0.7
17	-9	-2.8	21*	CCCCn1c(SCC(=O)N2CCN(c3ccccc3)CC2)nc2ccsc2c1=O	16	-14	/	-10	-2	-3.3
18	/	/	-1	Cc1ccccc1-c1cc(C(=O)NCc2cccc(C(F)(F)F)c2)n(CC2CC(c3cccnc3)=NO2)n1 (stereo not given)	19	1	-7	/	/	/
19	-4	-3.5	2	Cc1ccc(S(=O)(=O)c2nc(NCCN(C)C)sc2Cl)cc1	-18	1	-13	16	15	-1.1
20	-5	-4.0	4	CC(NC(=O)CSC1=NCCS1)c1ccccc1 (stereo not given)	24	2	-5	-4	-7	-3.2
21	-11	-1.1	/	CC(C)c1ccc(N(C(=O)c2snc(C(N)=O)c2N)C(C(=O)NCC2CCCO2)c2ccc(N(C)C)cc2)cc1 (stereo not given)	-12	6	-9	-13	-10	-1.4
22	-7	-1.5	3	O=C(NCC1CCCO1)c1ccccc1NS(=O)(=O)c1cccs1 (stereo not given)	1	-2	8	5	10	-0.1
23	9	-3.4	/	COc1ccc(-n2nc(C(=O)NCC(=O)Nc3ccccn3)c3ccccc3c2=O)cc1Cl	4	5	-3	-5	15	-1.9
24	-17	-0.8	6	O=C(CCCc1cccs1)NCCc1c[nH]c2ccccc12	5	-5	-10	1	10	1.6
25	-11	-0.8	-2	CCOC(=O)Cc1cc(=O)[nH]c(/N=C(/NC(=O)c2ccccc2)Nc2ccccc2C(F)(F)F)n1	-22	10	4	1	-1	-1.8
26	-8	-0.3	/	CC(=O)N1N=C(c2cccc(O)c2)CC1c1cccs1 (stereo not given)	7	-5	-3	-2	16	-0.4
27	-8	-2.1	5	CCn1cc(C(=O)NCCCN2CC(C)CC(C)C2)c(=O)c2cc(S(=O)(=O)N(C)C)ccc21 (stereo not given)	-8	4	2	-6	7	-0.4
28	-4	1.0	2	COc1ccccc1-n1c(SCC(N)=O)nnc1-c1ccc(S(=O)(=O)N2CCCCC2)cc1	-89	-3	-6	-4	7	0.4
29	/	/	-3	COc1ccc(NC(=O)C2CCN(S(=O)(=O)c3cccs3)CC2)cc1OC	2	2	-2	/	/	/
30	/	/	1&-3	C[C@@H]1C[C@H]2[C@@H]3CCC4=CC(=O)C=C[C@]4(C)[C@@]3(F)[C@@H](O)C[C@]2(C)[C@@]1(O)C(=O)CO	-14&-3	7&2	1	/	/	/
31	-5	-3.2	/	CN(C)CCCN1C(=O)C(=O)/C(=C(/O)c2ccncc2)C1c1cccnc1 (stereo not given)	-3	6	-3	-2	12	-2.8
32	7	-4.8	7	COc1ccc(CN2CCc3ccc(NC(=O)CCc4ccccc4OC)cc3C2)c(O)c1	-4	-1	-3	-55	-11	-1.7
33	-7	-3.5	3	O=c1c2c3c(sc2nc2sc(CN4CCCCC4)cn12)CCCC3	/	/	/	-5	16	-3.4
34	-14	-0.9	30*	Cc1oc(C)c2c(=O)ccc3c(c12)OC(N)=C(C#N)C3c1ccccc1Cl (stereo not given)	-24	-76	1	29	19	-0.2
35	-13	-2.3	0	C=CCn1c2ccccc2c2nnc(SCN3C(=O)c4ccccc4C3=O)nc21	2	-1	4	-6	15	4.3
36	6	-1.4	-2	CNS(=O)(=O)c1cccc(C(=O)OCC(=O)N(Cc2ccccc2)C(C)(C)C)c1	2	1	-5	0	-3	-3.0
37	8	-3.2	-3	Cc1ccc2cccnc2c1N	14	3	2	-1	15	16*
38	7	-3.1	2	NC(=O)c1cc2cc(Cl)ccc2oc1=O	-15	-6	2	0	16	-1.4
39	-93	-2.9	0	CCOC(=O)c1sc(-c2cccs2)nc1C	-2	0	4	2	16	0.3
40	-8	-1.9	5	CCc1ccc(CN2CCN(S(=O)(=O)Cc3ccccc3)CC2)cc1	5	6	-7	-3	6	0.2
41	/	/	-1	O=S(=O)(NCCOc1ccccc1F)c1cccc(Br)c1	-1	1	-4	/	/	/
42	-11	-3.4	3	O=C(O)c1ncn(Cc2ccccc2)c1C(=O)O	12	-2	-5	1	10	-0.4
43	3	-8.0	-1	CNc1nc(N(C)C)nc(N(C)C)n1	-134	1	-1	2	7	0.9
44	8	-4.8	-7	Cc1nnc(SCC(=O)N2CCCC2)n(N)c1=O	4	6	-1	14	-4	-3.7
45	/	/	1	C=C(C)[C@H]1CC=C(C)C(=O)C1	21	3	0	/	/	/
46	-4	-2.2	4	O=C(c1cc(-c2ccco2)on1)N1CCc2ccccc2C1	-6	-1	-5	34	18	0.1
47	4	-2.7	6	COc1cc(NC(=S)NCCc2ccccc2)c(OC)cc1NC(=O)CC(C)C	4	-2	-6	-11	2	-3.6
48	8	-0.8	2	C/C(CC(C)C)=N\Oc1nc(C)cc(C)n1	15	/	0	10	-3	-1.1
49	/	/	4	CCN(CC)CCCN1C=C2C(=O)C(C)(OC(=O)CCC(=O)OC)C(=O)C(Br)=C2C=C1c1ccc(OC)cc1 (stereo not given)	-40	-1	-5	/	/	/
50	-3	-2.2	3	O=c1c(-c2ccc(Br)cc2)[n+]([O-])c2ccccc2n1OCc1ccccn1	8	1	-6	18	18	-2.5
51	-6	-1.8	-3	N#Cc1cc(Oc2ccc3ccccc3c2)c(-n2nnc3ccccc32)cc1C#N	-7	0	-8	0	-3	-2.3
52	1	-2.1	4	C=CCn1cccc(C(=O)Nc2ccc(SC)cc2)c1=O	10	2	-9	2	-4	-3.0
53	-5	-4.0	3	O=c1c2c(nc3n1CCCCC3)sc1c(O)cccc12	21	-4	-5	5	-1	-3.7
54	-5	-0.5	5	CCCCCSc1nnc(-c2ccccc2N)c(=O)[nH]1	16	4	-8	-5	26	1.6
55	-9	-3.4	-6	CCOc1ccc(NC(=O)CCN2CCN(c3ccccc3OC)CC2)cc1	4	2	-3	-3	19	-1.1
56	10	-2.3	-11	O=[N+]([O-])c1ccc(N/N=C/c2cccc(O)c2O)c(S(=O)(=O)N2CCOCC2)c1	9	4	8	25	51*	-3.9

Structures above containing an aryl thioether with sulfur outside any ring, in the order listed:
#	p-CIP stab down	IMP-1 inhibitor	IDE cell inh	molecule	CRFBP-R2 block	IDE act	GalR3 antagonist	HCV NS3 hel inh	SUMO HTRF inh	VIM-2 inh
1	4	-1.7	1	Nc1nc(SCC(=O)Nc2ccc([N+](=O)[O-])cc2Br)n[nH]1	19	5	-3	-5	12	-4.0
4	-2	-1.8	38*	CCCc1nc(SCC(=O)Nc2ccc(S(=O)(=O)N(C)C)cc2)c2ccccc2n1	-2	-19	-9	12	-27	-1.7
17	-9	-2.8	21*	CCCCn1c(SCC(=O)N2CCN(c3ccccc3)CC2)nc2ccsc2c1=O	16	-14	/	-10	-2	-3.3
28	-4	1.0	2	COc1ccccc1-n1c(SCC(N)=O)nnc1-c1ccc(S(=O)(=O)N2CCCCC2)cc1	-89	-3	-6	-4	7	0.4
35	-13	-2.3	0	C=CCn1c2ccccc2c2nnc(SCN3C(=O)c4ccccc4C3=O)nc21	2	-1	4	-6	15	4.3
44	8	-4.8	-7	Cc1nnc(SCC(=O)N2CCCC2)n(N)c1=O	4	6	-1	14	-4	-3.7
52	1	-2.1	4	C=CCn1cccc(C(=O)Nc2ccc(SC)cc2)c1=O	10	2	-9	2	-4	-3.0
54	-5	-0.5	5	CCCCCSc1nnc(-c2ccccc2N)c(=O)[nH]1	16	4	-8	-5	26	1.6

Bioassay records (PubChem BioAssay)
